Compound activity as filed in PubChem.
FBW7 activator – human FBW7 E3 ligase activation, primary screen; Q969H0; AlphaScreen FBW7–phospho-cyclin E peptide binding, activator screen; normalized activity (activation), % at 26.1 µM; hit rate 0.13% among 650,000; AID 1259310; in the data active = normalized activity above about 1.9%;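 also: purified mutant Fbw7 with reduced substrate affinity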
Target sequence (Q969H0 whole entry, looked up): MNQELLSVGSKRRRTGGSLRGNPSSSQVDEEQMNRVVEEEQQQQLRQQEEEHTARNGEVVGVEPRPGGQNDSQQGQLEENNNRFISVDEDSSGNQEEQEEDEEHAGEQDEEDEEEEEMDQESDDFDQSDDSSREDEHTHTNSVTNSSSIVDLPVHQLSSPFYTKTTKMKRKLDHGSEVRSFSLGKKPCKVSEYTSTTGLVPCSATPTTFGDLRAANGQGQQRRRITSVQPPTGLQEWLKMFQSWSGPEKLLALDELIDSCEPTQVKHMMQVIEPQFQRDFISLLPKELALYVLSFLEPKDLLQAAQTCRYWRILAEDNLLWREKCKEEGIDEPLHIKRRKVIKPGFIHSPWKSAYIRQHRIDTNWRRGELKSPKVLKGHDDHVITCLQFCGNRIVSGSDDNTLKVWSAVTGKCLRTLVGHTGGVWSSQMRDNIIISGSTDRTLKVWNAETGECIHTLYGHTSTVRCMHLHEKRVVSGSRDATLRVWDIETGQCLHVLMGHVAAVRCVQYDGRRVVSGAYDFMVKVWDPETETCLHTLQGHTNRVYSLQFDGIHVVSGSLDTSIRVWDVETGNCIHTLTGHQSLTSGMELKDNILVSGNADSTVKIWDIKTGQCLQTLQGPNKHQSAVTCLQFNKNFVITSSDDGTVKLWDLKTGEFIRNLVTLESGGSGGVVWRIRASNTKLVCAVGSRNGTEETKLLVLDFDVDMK
TEAD-YAP inh – TEAD-YAP interaction inhibition; HEK-TIYL cells, TEAD-Gal4/YAP UAS-luciferase luminescence; inhibition, % at 9.12 µM; hit rate 1.4% among 640,000; in the data active = inhibition above about 32%;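 also: 0% = median of test compound wells and 100% = reference inhibitor wells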
MITF inh – blocks human microphthalmia-associated transcription factor | O75030 | AlphaScreen MITF homodimerization, bead proximity signal | inhibition, % at 2.6 µM | hit rate 0.91% among 650,000 | AID 1259374; in the data active = inhibition above about 50%;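 also: 0% = vehicle wells with protein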
GPR151 activ – activates the human receptor GPR151. PathHunter beta-arrestin GPR151 cells, luminescence. activation, % at 11.2 µM. hit rate 1% among 650,000. AID 1508602; in the data active = activation above about 4.9%;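 also: 0% = median of compound wells and 100% = cells with positive control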
Target sequence (Q8TDV0 whole entry, looked up): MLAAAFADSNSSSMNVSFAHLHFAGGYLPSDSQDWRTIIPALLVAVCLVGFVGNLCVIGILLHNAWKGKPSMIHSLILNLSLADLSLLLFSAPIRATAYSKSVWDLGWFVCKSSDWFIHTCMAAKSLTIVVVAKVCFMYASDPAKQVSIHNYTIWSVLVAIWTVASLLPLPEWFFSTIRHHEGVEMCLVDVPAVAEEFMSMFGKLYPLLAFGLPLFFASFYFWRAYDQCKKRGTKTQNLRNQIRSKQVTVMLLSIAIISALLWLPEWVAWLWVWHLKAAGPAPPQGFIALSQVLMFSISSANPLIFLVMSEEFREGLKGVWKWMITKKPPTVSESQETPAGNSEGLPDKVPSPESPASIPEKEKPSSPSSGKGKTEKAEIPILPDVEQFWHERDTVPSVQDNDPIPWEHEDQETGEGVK
The depositor's hits bear a star.

cpd	mol	FBW7 activator	TEAD-YAP inh	MITF inh	GPR151 activ
1	O=C(O)c1cccc(S(=O)(=O)Nc2ccc(O)c(Cl)c2)c1	0.1	5.4	3.3	-0.2
2	O=C(Cc1ccc(Cl)cc1)Nc1nc(CN2CCc3ccccc3C2)cs1	-0.1	22.1	-2.5	1.5
3	O=C1CSC(c2cccc([N+](=O)[O-])c2)N1c1ccc(F)cc1 (stereo not drawn)	0.2	-7.2	1.8	0.1
4	O=C(Cn1nc2c3ccc(Cl)cc3ncn2c1=O)NC1CCCC1	0.2	5.5	-9.6	-0.5
5	CC(=O)Nc1cc(-c2ccc(Br)cc2)nn1-c1ccccc1	0.0	-24.7	-0.5	1.6
6	COc1ccc(C(=O)N/C(=C/c2ccc(F)cc2)C(=O)NC(CC(C)C)C(=O)O)cc1 (stereo not drawn)	0.1	7.9	17.2	2.6
7	COc1ccc(CNCCC2(c3ccc(F)cc3)CCOC(C)(C)C2)cc1OC (stereo not drawn)	0.1	9.1	16.8	-0.2
8	C=CCn1c(COc2ccccc2)nnc1SCC(=O)Nc1cccc(F)c1	-0.1	-6.6	19.2	-0.9
9	COc1ccc(-c2noc(N3CCC(C(=O)N(C)c4ccccc4)CC3)n2)cc1	0.0	14.6	1.2	1.5
10	O=C(Oc1cccc2cccnc12)c1ccc(S(=O)(=O)N2CCCCC2)cc1	-0.1	-4.8	13.2	-0.4
11	Cc1c(C(=O)Nc2ccc(Cl)cc2)sc2ncn(CC(=O)N3CCOCC3)c(=O)c12	0.1	-1.0	11.6	1.3
12	O=C(NCCc1c[nH]c2ccccc12)c1ccc(OCC(=O)C2CC2)cc1	-0.1	-9.3	4.2	0.9
13	Cc1ccc(NC2=CC(=O)CC(C)(C)C2)cc1C	0.0	-14.5	-3.6	0.8
14	COc1ccc(Cl)cc1NC(=O)CSc1nc(C)cc(C)n1	0.0	-7.5	10.7	-0.1
15	O=C(CSc1nc(=O)n(Cc2ccncc2)c2c1CCCC2)Nc1ccc(F)c(F)c1	-0.1	3.9	5.8	0.5

Reprinted: nos. 6–7
cpd	mol	FBW7 activator	TEAD-YAP inh	MITF inh	GPR151 activ
6	COc1ccc(C(=O)N/C(=C/c2ccc(F)cc2)C(=O)NC(CC(C)C)C(=O)O)cc1 (stereo not drawn)	0.1	7.9	17.2	2.6
7	COc1ccc(CNCCC2(c3ccc(F)cc3)CCOC(C)(C)C2)cc1OC (stereo not drawn)	0.1	9.1	16.8	-0.2

Next section
cpd	mol	FBW7 activator	TEAD-YAP inh	MITF inh	GPR151 activ
16	NS(=O)(=O)c1ccc(CNC(=S)NC2CCCC2)cc1	1.0	6.7	12.9	-1.7
17	CN=c1scc(-c2ccc3c(c2)NC(=O)CO3)n1/N=C/c1ccccc1F	0.1	-28.9	19.3	-1.1
18	Cc1cc(NCCN(C(C)C)C(C)C)nc(NCc2ccc3c(c2)OCO3)n1	-0.2	6.1	-0.5	0.4
19	O=C(CSc1ccncc1)N1CCCC(c2[nH]ncc2-c2ccccc2)C1 (stereo not drawn)	0.0	-1.1	8.6	-0.4
20	CN(Cc1ccccc1)C(=O)c1cc(-c2ccccc2)on1	0.0	-41.6	-1.4	0.3
21	CCOC(=O)c1c(NC(=O)c2ccccc2)sc(C(=O)Nc2cccc(OC)c2)c1C	-0.1	8.6	-4.0	-0.5
22	c1ccc2c(c1)ccc1nnc(-c3c[nH]c4ccccc34)n12	0.0	6.6	18.4	-1.3
23	CCN(CC)CCCNC(=O)c1c(-c2ccccc2Cl)noc1C	0.5	-4.3	-3.6	0.9
24	COc1ccccc1CNC(=O)CCCN1C(=O)COc2ccc(C)cc21	0.2	11.0	-3.6	0.3
25	CCOC(=O)N1CCN(C(=O)c2ccc3c(=O)n(-c4ccccc4)c(SCc4cccc([N+](=O)[O-])c4)nc3c2)CC1	0.3	-3.2	-11.2	1.8
26	Cc1cccc(NC(=O)C2CC(O)CN2C(=O)Oc2ccccc2)c1C (stereo not drawn)	0.8	15.6	9.1	-1.2
27	O=C(Nc1nnc(-c2ccc(F)cc2)o1)c1cccc(Br)c1	0.1	3.1	12.5	-1.0
28	CCC(C)NCC(O)COc1ccccc1OC (stereo not drawn)	-0.1	3.0	15.8	-0.4
29	Cc1nn(C)c(Cl)c1CN1CCC2(CCC(CNC(=O)C3CCCO3)O2)CC1 (stereo not drawn)	0.1	-1.2	-9.2	-0.1
30	CCCCCC(=O)Nc1nc2ccccc2s1	0.1	-56.9	6.3	0.0
31	COc1ccc(NC(=O)CCCCCn2c(SCC(=O)NCc3ccco3)nc3ccsc3c2=O)cc1	-0.1	-5.4	-10.2	-1.4
32	CN1CCN(Cc2c(O)ccc3c4c(c(=O)oc23)CCC4)CC1	-0.2	10.1	-2.8	1.3
33	COCCCNS(=O)(=O)c1ccc2c(c1)OCCN2C(C)=O	0.8	0.4	9.1	-0.4
34	Cc1ccc(N2C(=O)c3ccc(NC(=O)c4ccc(Br)cc4)cc3C2=O)cc1	0.1	2.2	4.3	-0.1
35	C#CCOC(=O)c1ccc(N2C(=O)C3C4C=CC(C4)C3C2=O)cc1 (stereo not drawn)	-0.1	-0.5	-8.1	0.2
36	Cc1cc(O)c(C(c2ccncc2)N2CCN(CCO)CC2)c(=O)n1Cc1ccccc1 (stereo not drawn)	1.4	0.8	-2.3	0.3
37	CC(=O)c1cccc(S(=O)(=O)NCC2(c3ccc(F)cc3)CC2)c1	0.1	6.9	27.9	2.2
38	Cc1cccc(NC(=O)CCC(=O)N/N=C/c2cc(Cl)ccc2O)c1	0.0	17.3	-35.1	-0.2
39	CCc1nnc(NC(=O)C(CC(C)C)N2C(=O)c3ccccc3C2=O)s1 (stereo not drawn)	-0.1	6.1	-5.3	1.0
40	CCCCc1nc2ccccc2c(NC(=O)CN2CCN(C(=O)c3ccco3)CC2)c1CCC	0.1	-3.9	65.4*	-2.3
41	Cc1csc2nc(-c3cccc(NS(C)(=O)=O)c3)cn12	-0.1	-20.2	12.4	-0.2
42	CCCN(CCC)S(=O)(=O)c1ccc(C(=O)N=c2sc3ccccc3n2C)cc1	0.1	-6.8	15.2	-1.7
43	CCOC(=O)c1c(NC(=O)c2cc3cc(Br)ccc3oc2=O)sc(C(C)=O)c1C	-0.5	3.0	10.0	-1.4
44	COC(=O)c1ccc(NC(=O)CSc2nnc(-c3cccnc3)s2)cc1	-0.2	1.9	-3.5	0.1
45	CCCCSC1=C(C#N)C(=O)NC(c2ccc(O)cc2)S1 (stereo not drawn)	0.0	8.1	10.7	-1.0
46	Cc1ccc(CS(=O)(=O)CCC(=O)NCc2cccnc2)cc1	0.1	7.7	5.2	0.9
47	Cc1ccc(C2C3=C(CC(C)(C)CC3=O)N(c3ccc(Cl)cc3Cl)C3=C2C(=O)CC(C)(C)C3)cc1	-0.2	-6.8	2.3	4.0
48	COc1ccc(C2C(C#N)=C(SC)NC3=C2C(=O)CC(C)(C)C3)cc1 (stereo not drawn)	0.0	-1.1	7.4	1.5
49	COC(=O)c1ccccc1N=Nc1c(N)noc1N	0.0	-20.0	-3.6	1.7
50	COc1cccc(NC(=O)CSc2ncc(-c3ccc(F)cc3)o2)c1	0.1	-5.3	11.4	-3.2
51	CCc1cccc(NC(=O)c2nc3nc(C)cc(C)n3n2)c1	-0.1	-25.4	-4.2	-3.2
52	CCOc1ccc2c(c1)CC(C(=O)Nc1ccc(-c3ccnc(N)n3)cc1OCCN(C)C)NC2 (stereo not drawn)	-0.2	-3.4	23.8	-1.6
53	Cc1ccc(C)c(CN2CCN3C(=O)[C@H](CC(C)C)NC(=O)[C@H]3C2)c1	-0.2	-4.0	-4.1	-1.2
54	COc1ccc(-n2nc([N+](=O)[O-])c(=NCc3cc(OC)ccc3OC)n2O)cc1	-0.5	-23.9	28.5	0.5
55	COc1cc([N+](=O)[O-])ccc1NC(=O)c1ccc(S(=O)(=O)N2CC(C)CC(C)C2)cc1 (stereo not drawn)	0.2	1.1	8.2	-1.3
56	CCc1ccccc1NC(=O)C(=O)NC(C)C	-0.1	5.9	15.9	0.9
57	CCCC(=O)c1cc2c(cc1NC(=O)CC)OCCO2	-0.1	2.4	0.1	1.1
58	CCCCOC(=O)CCn1[nH]c(=O)c2ccccc2c1=O	0.3	-0.8	5.3	-1.6
59	O=C1CCC(C(=O)N(Cc2cccs2)C2(C(=O)NC3CCCC3)CCCCC2)N1 (stereo not drawn)	-0.3	-7.4	-9.4	-1.3
60	Cn1cnnc1Sc1cc(N2CCCC2)ccc1[N+](=O)[O-]	0.0	-7.5	6.8	-0.4

Reformatted screen by screen: entries from further up.
60	Cn1cnnc1Sc1cc(N2CCCC2)ccc1[N+](=O)[O-]
48	COc1ccc(C2C(C#N)=C(SC)NC3=C2C(=O)CC(C)(C)C3)cc1 (stereo not drawn)
Assay by compound	60	48
FBW7 activator	0.0	0.0
TEAD-YAP inh	-7.5	-1.1
MITF inh	6.8	7.4
GPR151 activ	-0.4	1.5

The list continues.
cpd	mol	FBW7 activator	TEAD-YAP inh	MITF inh	GPR151 activ
61	O=C(NCc1ccncc1)c1ccc(OC2CCN(C3CCOCC3)CC2)cc1	0.1	2.1	-1.9	-0.1
62	CC1CCc2sc(NC(=O)c3ccc(N4C(=O)CCC4=O)cc3)c(C#N)c2C1 (stereo not drawn)	0.0	-9.8	7.3	2.4
63	O=C(CCc1nnc(CCc2c[nH]c3ccccc23)o1)N1CCCCC1c1nccs1 (stereo not drawn)	0.0	7.5	11.8	-2.6
64	CCOCCCNC(=O)CN1N=C(c2ccccc2)CCC1=O	0.0	-5.2	-2.8	1.2
65	COc1cc(NC(=O)CC(C)C)cc(OC)c1OC	0.1	1.0	-10.4	-0.6
66	O=C(NC(c1ccccc1)c1ccccn1)C1CCN(C(=O)c2ccoc2)CC1 (stereo not drawn)	0.1	-0.3	-2.6	-0.4
67	COc1ccc(CN2CC(=O)N(c3ccc(Oc4ccccc4)cc3)C2=S)cc1OC	-0.1	-7.7	-3.1	-1.5
68	Cc1cccc(Cc2nnc(CCC(=O)NCc3ccc(C)c(F)c3F)o2)c1	-0.1	-26.3	9.1	-1.2
69	COc1ccc2sc(NC(=O)c3ccc(OC)c([N+](=O)[O-])c3)nc2c1	0.6	12.4	18.3	0.0
70	COc1ccc(C(=O)N2CCCC2)cc1I	-0.1	3.9	10.2	-0.6
71	COc1ccc(C2(c3ccc(OC)cc3)C=Cc3c(c(OC)cc4ccccc34)O2)cc1	-0.1	-4.2	1.7	-0.5
72	Cc1cc(C)c(/C=N/NC(=O)COc2ccccc2)c(C)c1	0.1	-1.4	1.6	1.1
73	CC(NC(=O)c1c[nH]c(=O)n(C)c1=O)c1ccccc1 (stereo not drawn)	0.1	1.7	15.5	-0.1
74	COc1ccc(NC(=O)CN2CCN(S(=O)(=O)c3ccccc3)CC2)cc1	-0.1	-3.6	-5.6	-0.7
75	CC(C)N1CCC(=NNC(=O)c2cccc([N+](=O)[O-])c2)CC1	0.6	-7.0	-16.6	-1.8
76	O=C(CN1C(=O)CC(c2ccccc2)S(=O)(=O)c2ccccc21)Nc1ccccc1 (stereo not drawn)	0.3	-2.7	6.1	-0.5
77	COCCCNC(=S)NNC(=O)CNC(=O)c1ccc(Oc2ccccc2)cc1	-0.1	-18.3	-5.5	-1.6
78	Cc1cc(Cl)ccc1N(CC(=O)NC(C(C)C)C(C)C)S(C)(=O)=O	-0.1	0.3	5.6	1.4
79	Cc1cc(C)n2nc(CC(=O)N3C4CCC3CC(c3ccc(F)cc3)C4)nc2n1 (stereo not drawn)	-0.1	-4.5	5.6	-0.1
80	Cc1ccc(C)c(N(CC(=O)NCCSc2ccccn2)S(=O)(=O)c2ccccc2)c1	0.0	14.3	14.0	0.0
81	COc1cc(C(=O)NC23CC4CC(CC(C4)C2)C3)cc(OC)c1OC	-0.2	-1.6	0.7	1.5
82	CC(C)NC(=O)c1ccc(COCC(F)(F)F)cc1	0.1	6.5	15.3	-0.3
83	Cc1c(NC(=O)c2ccccc2[N+](=O)[O-])c(=O)n(-c2ccccc2)n1C	0.0	5.1	21.3	0.9
84	O=C(CO/N=C/c1cccc(F)c1)Nc1ccccc1Cl	0.2	-5.2	34.3	-0.5
85	CCN(C(=O)c1cnc(N2CCN(c3ncccn3)CC2)c2ccccc12)c1cccc(Cl)c1	-0.1	11.1	-1.0	-1.2
86	O=C(O)CC(Cc1ccccc1)C(=O)Nc1ccc([N+](=O)[O-])cc1 (stereo not drawn)	0.0	2.6	9.4	0.2
87	O=C1CC(Sc2ncccn2)C(=O)N1c1ccccc1C(F)(F)F (stereo not drawn)	0.0	15.8	-2.3	-1.6
88	Cc1ccccc1Nc1nc(Cl)nc(Nc2ccccc2C)n1	-0.2	44.9*	4.8	0.8
89	CCCCc1nnc(NC(=O)c2c(OC)cccc2OC)s1	0.9	-19.7	15.5	-0.6
90	Cc1ccc2c(c1)cc(C)c1nn(CC(=O)N3CCOCC3)c(=O)n12	0.1	6.4	-8.8	-0.4

Single records (already shown).
`CCN(C(=O)c1cnc(N2CCN(c3ncccn3)CC2)c2ccccc12)c1cccc(Cl)c1` is listed with FBW7 activator: -0.1; TEAD-YAP inh: 11.1; MITF inh: -1.0; GPR151 activ: -1.2
`O=C(O)CC(Cc1ccccc1)C(=O)Nc1ccc([N+](=O)[O-])cc1` (stereo not drawn) is listed with FBW7 activator: 0.0; TEAD-YAP inh: 2.6; MITF inh: 9.4; GPR151 activ: 0.2

The list continues:
cpd	mol	FBW7 activator	TEAD-YAP inh	MITF inh	GPR151 activ
91	COCCOC(=O)C1=C(C)NC(=O)NC1c1cn(-c2ccccc2)nc1-c1ccccc1 (stereo not drawn)	-0.1	-9.7	2.2	-0.2
92	CN1CCC(N(C)Cc2cccc(Cl)c2Cl)CC1	-0.1	0.0	11.8	1.6
93	CCOc1ccccc1CNC(=O)CCc1cn(C)c2ccccc12	0.1	-1.3	11.7	-0.4
94	CCc1ccc(C2C(C#N)=C(N)Oc3c2c(C)nn3-c2ccc(C)cc2)cc1 (stereo not drawn)	0.0	11.8	10.4	0.4
